PRMT1 inh: PRMT1 methyltransferase inhibitors, primary screen, biochemical, fluorescence polarization; hit rate 1.3% among 370,000; recombinant PRMT1, activity-based probe fluorescence polarization; Protein arginine N-methyltransferase 1 (Homo sapiens), Q99873; inhibition, % at 2.79 µM;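 active = inhibition above about 21% made by adding two undisclosed values, limit read from the data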
TCR CD3 inh: inhibitors of human TCR-CD3 interaction, primary screen, biochemical, fluorescence, TAMRA-labeled TCR probe; inhibition, % at 9.4 µM; hit rate 0.37% among 360,000; AID 651800, 2012; in the data active = inhibition above about 19%;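 note: recombinant mutant TCR 2C K166C tagged with TAMRA read by polarization; 0% = receptor in buffer alone and 100% = receptor with positive control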
UHRF1 MBD2 ctr: UHRF1 methylated DNA binding inhibitors, primary screen, counter-screen for MBD2 inhibitor project, biochemical, TR-FRET, human UHRF1, single concentration | hit rate 0.75% among 370,000 | UHRF1 binding to methylated oligo | E3 ubiquitin-protein ligase UHRF1 (Homo sapiens), Q96T88 | inhibition, % at 4.4 µM; in the data active = inhibition above about 21%;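 note: UHRF1 SRA domain binding a hemimethylated CpG hairpin DNA probe; 0% = median of test compound wells and 100% = reference inhibitor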
Target sequence (Q96T88 whole entry, looked up, the tested form may be a part): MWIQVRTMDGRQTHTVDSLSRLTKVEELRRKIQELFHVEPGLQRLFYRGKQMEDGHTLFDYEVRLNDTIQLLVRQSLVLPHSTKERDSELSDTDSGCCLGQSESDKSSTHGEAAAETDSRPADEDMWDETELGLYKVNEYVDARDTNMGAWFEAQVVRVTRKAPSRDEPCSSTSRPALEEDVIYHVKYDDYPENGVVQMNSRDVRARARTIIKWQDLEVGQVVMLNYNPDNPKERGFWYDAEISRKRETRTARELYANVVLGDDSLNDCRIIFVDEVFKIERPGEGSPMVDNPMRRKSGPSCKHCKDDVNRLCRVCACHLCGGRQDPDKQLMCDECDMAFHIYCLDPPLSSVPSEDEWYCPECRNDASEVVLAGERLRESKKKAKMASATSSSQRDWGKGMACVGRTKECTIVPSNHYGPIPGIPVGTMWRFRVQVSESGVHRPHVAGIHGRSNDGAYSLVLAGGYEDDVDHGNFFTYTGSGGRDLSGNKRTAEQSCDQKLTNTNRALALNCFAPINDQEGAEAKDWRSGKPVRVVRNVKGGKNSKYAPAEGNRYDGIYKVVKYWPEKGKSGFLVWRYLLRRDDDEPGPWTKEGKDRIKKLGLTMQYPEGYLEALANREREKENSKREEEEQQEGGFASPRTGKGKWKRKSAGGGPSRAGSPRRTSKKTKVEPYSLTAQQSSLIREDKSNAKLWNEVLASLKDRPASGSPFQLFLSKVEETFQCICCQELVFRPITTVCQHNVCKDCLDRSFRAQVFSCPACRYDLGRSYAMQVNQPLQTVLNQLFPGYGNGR
NPR1 activator: GC-A stimulated cGMP production enhancers – HEK293 GC-A cells, cGMP TR-FRET, EC30 ANP, primary screen; Atrial natriuretic peptide receptor 1 (Homo sapiens), P16066; 0% at EC30 ANP, 100% saturating ANP; activation, % at 10 µM; hit rate 0.14% among 370,000; AID 1671463, 2021; in the data active = activation above about 40%
mABHD4 FP: ABHD4 inhibitors, primary screen, biochemical, fluorescence polarization, mouse. (Lyso)-N-acylphosphatidylethanolamine lipase (Mus musculus), Q8VD66. purified mABHD4, FP-Rh probe fluorescence polarization. inhibition, % at 8.92 µM. hit rate 0.54% among 370,000;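 active = inhibition exceeding the mean over every tested compound plus 3 SD, cut at about 30% in these data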;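 note: 0% = plate median of compound wells and 100% = S159A mutant with DMSO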
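Assay system: mouse ABHD4 enzyme, wild type / Also added: fluorescent activity-based probe FP-Rh / Doses: single nominal dose of 8.92 µM, 0.89% DMSO final / Timing: 45 min compound pre-incubation plus 60 min probe step, 25 °C / Signal: FP readout, ex 525 nm / em 598 nm / Control set: S159A mutant/DMSO as 100%, compound-well median as 0%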
MBD2 DNA inh: inhibitors of MBD2 binding to methylated DNA, primary screen, biochemical, TR-FRET, DNA-binding domain, human | Methyl-CpG-binding domain protein 2 (Homo sapiens), Q9UBB5 | hit rate 0.31% among 370,000 | inhibition, % at 4.4 µM | MBD2 binding to methylated oligonucleotide | AID 686964, 2013; in the data active = inhibition above about 13%
SIAE primary: human SIAE inhibitors, primary screen, biochemical, fluorescence polarization, FP-Rh probe, 1536-well HTS; inhibition, % at 9.66 µM; hit rate 0.69% among 370,000; Sialate O-acetylesterase (Homo sapiens), Q9HAT2; SIAE FP-Rh probe binding;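 active = inhibition above a cutoff: mean of compounds within the control limits plus 3 SD of those, cut at about 17% in these data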;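 note: 0% = plate median of compound wells and 100% = probe without SIAE protein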
rCAG binder: binders of r(CAG) RNA repeats, primary screen, biochemical, fluorescence | r(CAG) RNA repeat, TO-PRO-1 dye displacement fluorescence | hit rate 1.3% among 370,000 | AID 651821, 2012 | inhibition, % at 3 µM;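 active = inhibition above the plate cutoff, the mean of all test compounds on that plate plus 3 SD, cut at about 35% in these data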;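 note: 0% = DMSO alone and 100% = 100 µM mitoxantrone as full dye displacement; higher means more dye released from RNA so lower well fluorescence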
HTRA1 inhibitor: HTRA1 serine protease inhibitors, primary screen, biochemical, fluorescence polarization, HTS; Q92743; recombinant HTRA1, FP-rhodamine activity-based probe; inhibition, % at 5.96 µM; hit rate 0.5% among 340,000; AID 504803, 2011; in the data active = inhibition above about 36%;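 note: 0% = enzyme with DMSO and 100% = wells lacking enzyme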
NPR2 activator: human GC-B receptor activators, primary screen, HEK293 GC-B cells, cGMP TR-FRET, EC30 CNP. hit rate 0.11% among 370,000. 0% at EC30 CNP, 100% saturating CNP. Atrial natriuretic peptide receptor 2 (Homo sapiens), P20594. activation, % at 10 µM;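 active = activation at 10 µM reaching about 35% in either raw or pattern-adjusted values, limit read from the data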
* hit, by the source's call; x = not tested or not shown. This is a subset; the hit share may differ from the screen's.

Value order – PRMT1 inh	TCR CD3 inh	UHRF1 MBD2 ctr	NPR1 activator	mABHD4 FP	MBD2 DNA inh	SIAE primary	rCAG binder	HTRA1 inhibitor	NPR2 activator
- O=C(NCc1ccc(F)cc1)c1cccnc1C(=O)O
  5	5	2	-2	3	1	-1	0	2	4
- Nc1c(C(=O)CSc2nnnn2-c2ccccc2)c(=O)[nH]c(=O)n1C1CC1
  -1	-1	1	0	1	0	2	5	2	-4
- COC(=O)c1cc2c(c3c4ccccc4n(S(=O)(=O)c4ccc(OC)cc4)c13)C(=O)N(Cc1ccc(N(C)C)cc1)C2
  -1	-4	-1	-1	1	6	10	15	x	-7
- C[C@@H]1CC[C@@]2(OC1)O[C@H]1C[C@H]3[C@@H]4CC=C5C[C@@H](O)[C@H](O)C[C@]5(C)C4CC[C@]3(C)[C@H]1[C@@H]2C (stereo partly specified)
  4	3	-1	1	4	-3	1	-1	7	-5
- Cn1c(=O)c2c(nc(CN3CCC(C(N)=O)CC3)n2Cc2ccccc2Cl)n(C)c1=O
  -2	-2	2	1	-4	1	-5	-1	1	-2
- CCn1c(NC(=S)Nc2ccccc2)nc2ccccc21
  -7	4	-8	4	6	-2	-3	3	6	1
- CCOC(=O)c1cnc(-c2ccc(C(F)(F)F)cn2)[nH]c1=O
  1	0	-1	0	0	0	-10	2	x	4
- CN(C(=O)CN(C)S(=O)(=O)c1ccc(F)cc1)c1c(N)n(Cc2ccccc2)c(=O)[nH]c1=O
  -5	-13	3	3	-2	-2	3	-4	-6	2
- Cc1ccc2cc(CN(CC3CCCO3)C(=O)Nc3ccccc3F)c3nnnn3c2c1 (stereo unspecified)
  -2	-4	-1	-6	-5	2	-8	1	2	3
- COC(CN(C(=O)CCl)C(C(=O)NC1CCCCC1)c1ccccc1C)OC (stereo unspecified)
  -3	-3	-1	-7	-7	-1	-12	-10	-5	0
- CCc1ccc(CNc2ccc(N3CCN(C(C)=O)CC3)cc2)cc1
  6	-2	0	1	27	-1	8	-1	42*	-6
- CC(Sc1ccc(S(=O)(=O)N2CCOCC2)cc1[N+](=O)[O-])C(=O)O (stereo unspecified)
  -1	0	2	3	1	-6	0	2	1	-2
- CC(=O)N1CCN(C(=O)c2ccc(S(=O)(=O)Nc3ccccc3F)cc2)CC1
  1	-3	3	-3	1	6	2	0	6	6
- Cc1ccccc1NS(=O)(=O)c1cc(OCC(N)=O)c(C)cc1Cl
  -2	3	0	-3	0	2	-3	0	-7	-5
- COc1ccccc1CNc1nc(C)c(C(=O)N(C)C)s1
  16	4	-1	-4	-1	0	-5	4	-1	5
- CCCn1c(=O)c2ccccc2n2c(SCc3nc4ccccc4s3)nnc12
  11	-3	3	-6	-7	0	1	1	-13	1
- FC(F)(F)c1ccccc1Cc1c(-c2ccco2)nc2c3ccccc3ccn12
  32*	-2	21	9	-3	13*	-11	19	x	15
- O=C(N/N=C/c1sc(N2CCCCC2)nc1-c1cccs1)c1cccnc1
  5	-8	-3	-2	24	0	20*	6	41*	-1
- COc1ccc(N2C(=O)N3[C@H](c4cccc(C)c4)[C@@H]4C(=O)N(Cc5ccccc5)C(=O)[C@@H]4[C@]3(Cc3ccccc3)C2=O)cc1
  -2	0	1	0	-1	-6	-15	19	x	-3
- CCc1cccc(CC)c1-n1c(SCC(=O)N2CCc3ccccc32)nc(O)cc1=O
  1	4	6	0	4	4	-18	4	-9	0

Given as labelled records: 4 of the compounds above
CCc1ccc(CNc2ccc(N3CCN(C(C)=O)CC3)cc2)cc1
  PRMT1 inh: 6
  TCR CD3 inh: -2
  UHRF1 MBD2 ctr: 0
  NPR1 activator: 1
  mABHD4 FP: 27
  MBD2 DNA inh: -1
  SIAE primary: 8
  rCAG binder: -1
  HTRA1 inhibitor: 42*
  NPR2 activator: -6

CC(Sc1ccc(S(=O)(=O)N2CCOCC2)cc1[N+](=O)[O-])C(=O)O (stereo unspecified)
  PRMT1 inh: -1
  TCR CD3 inh: 0
  UHRF1 MBD2 ctr: 2
  NPR1 activator: 3
  mABHD4 FP: 1
  MBD2 DNA inh: -6
  SIAE primary: 0
  rCAG binder: 2
  HTRA1 inhibitor: 1
  NPR2 activator: -2

CC(=O)N1CCN(C(=O)c2ccc(S(=O)(=O)Nc3ccccc3F)cc2)CC1
  PRMT1 inh: 1
  TCR CD3 inh: -3
  UHRF1 MBD2 ctr: 3
  NPR1 activator: -3
  mABHD4 FP: 1
  MBD2 DNA inh: 6
  SIAE primary: 2
  rCAG binder: 0
  HTRA1 inhibitor: 6
  NPR2 activator: 6

Cc1ccccc1NS(=O)(=O)c1cc(OCC(N)=O)c(C)cc1Cl
  PRMT1 inh: -2
  TCR CD3 inh: 3
  UHRF1 MBD2 ctr: 0
  NPR1 activator: -3
  mABHD4 FP: 0
  MBD2 DNA inh: 2
  SIAE primary: -3
  rCAG binder: 0
  HTRA1 inhibitor: -7
  NPR2 activator: -5

An excerpt from above in order of SMILES length, smallest number first.
Value order – PRMT1 inh	TCR CD3 inh	UHRF1 MBD2 ctr	NPR1 activator	mABHD4 FP	MBD2 DNA inh	SIAE primary	rCAG binder	HTRA1 inhibitor	NPR2 activator
- CCc1ccc(CNc2ccc(N3CCN(C(C)=O)CC3)cc2)cc1
  6	-2	0	1	27	-1	8	-1	42*	-6
- CCCn1c(=O)c2ccccc2n2c(SCc3nc4ccccc4s3)nnc12
  11	-3	3	-6	-7	0	1	1	-13	1
- COC(CN(C(=O)CCl)C(C(=O)NC1CCCCC1)c1ccccc1C)OC (stereo unspecified)
  -3	-3	-1	-7	-7	-1	-12	-10	-5	0

(list continues)
| SMILES | PRMT1 inh | TCR CD3 inh | UHRF1 MBD2 ctr | NPR1 activator | mABHD4 FP | MBD2 DNA inh | SIAE primary | rCAG binder | HTRA1 inhibitor | NPR2 activator |
| --- | --- | --- | --- | --- | --- | --- | --- | --- | --- | --- |
| CC(=O)NC(c1cccc(F)c1)c1nc(-c2ccccc2C)cs1 (stereo unspecified) | 1 | 7 | 0 | -1 | -2 | 1 | -6 | 1 | x | 1 |
| Cc1cc(C)c(C)c(S(=O)(=O)NCC(=O)Nc2ccccc2F)c1C | 1 | -1 | 1 | 2 | -7 | 1 | 5 | 0 | -8 | 7 |
| COc1cccc(-n2c(N)cc(=O)nc2SCC(=O)Nc2cc(C)on2)c1 | 1 | -2 | -1 | 2 | 3 | -7 | 1 | -3 | -4 | 1 |
| CC(C)NC(=O)N(C)C[C@H]1OCc2cnnn2CCCC(=O)N([C@H](C)CO)C[C@@H]1C | -1 | -3 | -1 | -1 | -3 | 6 | 7 | 0 | 2 | -2 |
| CCN1CCN(C(=O)C2CCN(S(=O)(=O)c3ccc(Br)cc3)CC2)CC1 | 2 | 19* | 3 | 1 | -4 | 3 | -11 | -2 | -2 | 2 |
| Cc1ccc(C(=O)NNC(=O)c2ccc(S(=O)(=O)N(C)c3ccccc3)cc2)cc1 | -2 | 0 | -1 | 4 | -2 | -4 | 3 | -1 | -1 | -1 |
| CCN(C(=O)CN1CCOCC1)C1(C)C(=O)c2ccccc2C1=O | -1 | -2 | 0 | 1 | -3 | 1 | 0 | 1 | 1 | 8 |
| O=C1CCC(=O)N1OCCOc1ccc(Cl)c2ccccc12 | 4 | 1 | 1 | -3 | 7 | -3 | 8 | -3 | 6 | -4 |
| O=C(O)c1ccc(Cl)c(S(=O)(=O)N(Cc2ccccc2)c2ccccc2)c1 | -1 | 2 | 2 | 1 | 16 | 0 | -10 | 38* | -9 | 3 |
| CC(NC(=O)NC1CCCCC1)C(c1cccs1)N1CCN(c2ccccc2)CC1 (stereo unspecified) | 4 | -4 | 4 | -3 | -6 | 1 | -1 | 3 | 2 | 3 |
| CC(NC(=O)/C(C#N)=C/c1ccc(Cl)c([N+](=O)[O-])c1)c1ccccc1 (stereo unspecified) | 5 | -5 | 1 | 55* | 6 | -1 | -6 | 2 | x | 0 |
| COc1ccc(C(C)=O)cc1COC(=O)CNC(=O)C1CCCCC1 | 2 | 7 | 0 | 3 | 2 | -3 | -2 | 1 | 9 | 3 |
| CC1(O)C(=O)C2(C)C=CC1C1C(=O)N(c3ccccc3)C(=O)C12 (stereo unspecified) | 1 | -9 | 1 | 1 | 3 | -3 | 0 | 2 | x | 5 |
| CN(Cc1ccccc1)C(=O)OCc1cn(Cc2cc(F)cc(F)c2)nn1 | 7 | x | -1 | 4 | 8 | 8 | 4 | 0 | x | 4 |
| CC1CCCCC1NC(=O)CCCN1C(=O)c2ccccc2C1=O (stereo unspecified) | -2 | 2 | -2 | 1 | -2 | -5 | -1 | -2 | 7 | -1 |
| O=C(Nc1ccc2c(c1)CCC2)c1ccc(Cl)nc1 | -3 | 7 | 0 | 4 | -9 | -3 | -5 | 0 | -6 | 1 |
| Nc1ccc(C2(c3ccc(N)cc3)c3ccccc3C(=O)c3ccccc32)cc1 | 2 | -6 | -1 | -6 | -2 | -2 | 3 | 4 | -15 | -7 |
| Cc1ccc(S(=O)(=O)NC(C)C(c2cccs2)N2CCN(c3ccccc3)CC2)cc1 (stereo unspecified) | 2 | 5 | 1 | -2 | 2 | 4 | -1 | 3 | -16 | -2 |
| CCC(=O)Nc1nc2c(OC)ccc(C)c2s1 | -4 | -3 | 4 | -5 | -11 | 1 | -9 | 2 | -3 | -1 |
| Cc1cccc(C(=O)O/N=C(\N)c2ccc(Br)cc2)c1 | -1 | -1 | -1 | 0 | -1 | -1 | 0 | 1 | -10 | -15 |
| COc1ccc([C@H]2C[C@@H](n3cc(C4CC4)nn3)[C@H](O)CN2CC2CCCCC2)cc1 | -3 | 3 | 8 | -22 | -6 | 3 | -2 | 5 | -36 | -21 |
| Cc1ccc2[nH]c3c(N4CCN(Cc5ccc6c(c5)OCO6)CC4)ncnc3c2c1 | -1 | 4 | 0 | x | 2 | 0 | 2 | -3 | x | x |
| O=c1oc2ccccc2c(O)c1Sc1ccc(Cl)cc1 | 6 | -6 | 4 | 3 | 0 | 10 | -4 | 5 | 2 | 0 |
| CCc1nnc(NC(=O)CSc2nnc(COc3ccc(C#N)cc3)n2-c2ccccc2)s1 | -3 | -8 | -4 | -5 | 8 | 2 | 11 | -3 | 3 | -8 |
| Cc1ccc(SC(CC(=O)c2ccc(F)cc2)C(=O)O)cc1 (stereo unspecified) | 82* | 1 | 0 | 2 | -3 | 5 | 8 | 1 | 2 | 1 |
